GSTO1 counter: blocks human GSTO1 in RBBP9 counter-screen. P78417. recombinant GSTO1, activity-based probe fluorescence polarization. inhibition, % at 5.96 µM. 1.1% of 300,000 active;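 active means inhibition above the campaign mean inhibition plus 3 SD, cut at about 35% in these data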;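 further: 0% = GSTO1-1 with DMSO and 100% = wells lacking GSTO1-1 enzyme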
Target sequence (P78417 whole entry, looked up): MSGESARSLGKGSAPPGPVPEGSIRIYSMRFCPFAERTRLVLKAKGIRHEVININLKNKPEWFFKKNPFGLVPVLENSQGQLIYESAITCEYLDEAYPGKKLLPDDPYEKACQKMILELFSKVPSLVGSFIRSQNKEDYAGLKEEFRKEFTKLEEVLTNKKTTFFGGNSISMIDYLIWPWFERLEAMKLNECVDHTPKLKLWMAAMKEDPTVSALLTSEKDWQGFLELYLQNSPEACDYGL
TPT1 inhibitor: blocks Candida albicans tRNA 2'-phosphotransferase. recombinant caTPT1, FP RNA substrate dephosphorylation. AID 1962. 0.81% of 300,000 active. inhibition, % at 5 µM;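 active means inhibition above the mean of all tested compounds plus 3 SD, set per screening campaign, cut at about 24% in these data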;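 further: plate controls were DMSO alone for no effect and ferristatin control at 100 nM for full effect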
PME-1 inh: blocks human protein phosphatase methylesterase 1; recombinant PME-1, FP-Rh probe fluorescence polarization; inhibition, % at 5.9 µM; 0.53% of 320,000 active; AID 2130;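 active means inhibition above the campaign mean of all compounds plus 3 SD, cut at about 26% in these data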;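 further: competitive labeling of PME-1 active site by serine hydrolase directed probe; 0% = PME-1 with DMSO and 100% = wells lacking PME-1 enzyme; inhibitors block probe labeling so polarization falls and inhibition rises; many of its hits are not listed in these tables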
Target sequence (Q9Y570 whole entry, looked up): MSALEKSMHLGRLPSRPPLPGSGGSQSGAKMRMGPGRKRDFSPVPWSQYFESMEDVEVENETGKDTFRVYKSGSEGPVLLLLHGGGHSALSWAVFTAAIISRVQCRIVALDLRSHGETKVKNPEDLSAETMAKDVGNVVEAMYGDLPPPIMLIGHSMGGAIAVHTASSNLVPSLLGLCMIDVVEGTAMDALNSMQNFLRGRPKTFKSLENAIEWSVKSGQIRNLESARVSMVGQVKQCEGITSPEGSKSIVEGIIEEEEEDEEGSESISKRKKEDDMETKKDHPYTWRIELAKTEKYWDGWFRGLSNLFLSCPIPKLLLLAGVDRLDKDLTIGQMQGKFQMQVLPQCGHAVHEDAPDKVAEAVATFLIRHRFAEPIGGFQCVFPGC
Fam108B inh: Fam108B inhibition, counter-screen for RBBP9 inhibitors | recombinant Fam108B, FP-Rh probe fluorescence polarization | inhibition, % at 9.51 µM | 0.33% of 300,000 active;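 active means inhibition above the screen mean inhibition plus 3 SD, computed separately per campaign, cut at about 18% in these data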;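 further: inhibitors lower polarization as less probe binds the enzyme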
MCL1 BIM primary: inhibitors of human MCL1 binding to BIM-BH3 peptide. Q07820. GST-MCL1 / FITC-Bim-BH3 fluorescence polarization. AID 2057. inhibition, % at 10.9 µM. 0.68% of 320,000 active;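 active means inhibition above the mean inhibition of all tested compounds plus 3 SD, set per campaign, cut at about 40% in these data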;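 further: 0% = DMSO wells and 100% = unlabeled Bim-BH3 peptide control; higher means more loss of mP so more displacement of Bim peptide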
Target sequence (Q07820 whole entry, looked up): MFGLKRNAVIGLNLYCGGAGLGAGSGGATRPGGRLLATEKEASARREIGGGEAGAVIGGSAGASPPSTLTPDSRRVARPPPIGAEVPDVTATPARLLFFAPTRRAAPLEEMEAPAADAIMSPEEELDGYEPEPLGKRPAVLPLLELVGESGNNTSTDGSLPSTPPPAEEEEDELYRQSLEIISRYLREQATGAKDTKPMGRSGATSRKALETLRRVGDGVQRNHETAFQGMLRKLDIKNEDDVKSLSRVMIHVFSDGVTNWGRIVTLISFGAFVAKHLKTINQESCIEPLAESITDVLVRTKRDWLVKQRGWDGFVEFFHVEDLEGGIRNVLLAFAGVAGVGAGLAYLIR
BCLXL inh: blocks human Bcl-xL binding to Bim BH3 peptide; Q07817; GST-Bcl-xL / FITC-Bim BH3 peptide fluorescence polarization; inhibition, % at 10.9 µM; 0.7% of 320,000 active;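 active means inhibition above the mean of all tested compounds plus 3 SD, cutoff set per campaign, cut at about 30% in these data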;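 further: 0% = DMSO wells and 100% = unlabeled Bim-BH3 peptide competitor; inhibitors lower millipolarization by displacing the labeled peptide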
PAD4 inh: blocks human protein arginine deiminase 4 | inhibition, % at 6.36 µM | AID 485272 | 0.41% of 330,000 active | recombinant PAD4, RCA probe fluorescence polarization;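 active means percent inhibition above a cutoff equal to the mean of all tested compounds plus 3 SD, cut at about 15% in these data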;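 further: 0% = PAD4 with RCA probe and DMSO and 100% = probe without PAD4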
GLD-1 TGE inh: GLD-1-TGE RNA interaction inhibition (C. elegans); Q17339; purified GLD-1 + fluorescein TGE RNA, fluorescence polarization; inhibition, % at 5.96 µM; 0.44% of 320,000 active;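 active means percent inhibition above a per-plate cutoff, the plate mean of test compounds plus 3 SD, cut at about 30% in these data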;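 further: 0% = DMSO wells with GLD-1 and probe and 100% = wells lacking GLD-1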
MEX-5 binding: C. elegans MEX-5 TCR-2 RNA binding activity; AID 1832; activity score (negative = inhibition of binding), % at 10 µM; 0.38% of 300,000 active; MEX-5/FITC-TCR2 RNA binding, fluorescence polarization; stronger effect = lower value; Q9XUB2;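 active means inhibition past about -25% in most replicates, and total fluorescence under double the plate's negative control median, limit read from the data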;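 further: 0% = DMSO and -100% = 5 µM competing unlabeled TCR2 RNA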
* hit, by the source's call; . = not tested or not shown.

Value order: GSTO1 counter | TPT1 inhibitor | PME-1 inh | Fam108B inh | MCL1 BIM primary | BCLXL inh | PAD4 inh | GLD-1 TGE inh | MEX-5 binding
(1) CCCN(CCC)Cc1c(C(=O)OCC)nnn1-c1nonc1N
→ 2.9 | -2.9 | 0.3 | -1.6 | -4.5 | 3.9 | 2.9 | -6.3 | -2.1
(2) O=C(NCCc1ccc2c(c1)OCO2)C1CCN(S(=O)(=O)c2ccc(Cl)cc2)CC1
→ -1.6 | 0.4 | 18.5 | -5.3 | 3.8 | 0.1 | 2.0 | 4.7 | 1.7
(3) COc1ccccc1NC(=O)CCCc1nnc2n(C)c(=O)c3sccc3n12
→ 8.8 | -0.8 | -1.4 | 0.5 | 7.6 | 8.7 | -1.6 | -4.2 | 1.1
(4) Cc1ccc(-n2c3c(cc(C(=O)O)c2=O)C(=O)CC(C)(C)C3)cc1
→ -1.9 | -2.0 | -0.6 | 6.2 | 0.0 | 7.2 | -6.8 | -1.8 | -4.2
(5) CCCn1c(SCC(=O)NC2CCCCC2)nnc1C1CC1
→ -2.4 | -0.5 | -0.2 | 4.6 | 13.7 | 3.6 | -2.8 | 2.9 | -1.8
(6) Nc1nc(-c2ccccc2)cc(N2CCCCC2)n1
→ -9.1 | 3.7 | -4.4 | -1.4 | -4.2 | -1.2 | -4.1 | -2.9 | -1.2
(7) O=C(Nc1ccc(C2=NCCN2)cc1)c1ccc(C(=O)Nc2ccc(C3=NCCN3)cc2)c([N+](=O)[O-])c1
→ 7.6 | -1.4 | -2.0 | 3.1 | 14.1 | 1.8 | 1.6 | 8.2 | 1.9
(8) Cc1ccc(C(=O)c2cccc(N)c2)cc1C
→ 9.6 | 1.0 | -1.8 | 0.2 | -3.2 | 0.4 | -4.0 | -2.3 | -3.2
(9) O=C(CNC(=S)NC(=O)c1cccc([N+](=O)[O-])c1)c1ccccc1
→ 2.1 | -1.2 | 5.5 | -1.4 | 9.3 | 4.7 | -2.9 | -1.5 | 1.5
(10) CCN(CC(=O)Nc1c(F)cccc1F)C(=O)c1ccc(C(F)(F)F)cc1
→ 7.5 | -0.2 | -0.8 | -6.0 | -7.0 | -1.4 | -9.4 | -147.2 | 0.6
(11) COc1cccc(CN(c2ccc3c(c2)CCC3)S(=O)(=O)c2ccc(-n3cnnn3)c(OC)c2)c1
→ -3.2 | -0.4 | 1.6 | -0.6 | 0.8 | 4.7 | 0.4 | -1.3 | 0.8
(12) C=CCn1c(C(C)NC(=O)CCC)nc2ccccc21 (stereo not drawn)
→ 5.4 | -1.0 | 3.6 | 0.7 | 6.9 | -2.1 | -0.3 | -3.5 | -3.0
(13) CCSc1nc(O)c(C2OC(=O)c3c2ccc(OC)c3OC)c(=O)n1-c1ccccc1 (stereo not drawn)
→ 8.5 | -5.4 | -4.5 | -5.0 | 2.0 | 3.0 | -8.1 | 2.6 | 1.1
(14) O=C(COC(=O)c1cc([N+](=O)[O-])ccc1N1CCOCC1)NC1CCS(=O)(=O)C1 (stereo not drawn)
→ 4.3 | 0.5 | 2.3 | -4.0 | -10.0 | -2.6 | -2.5 | 3.9 | -2.9
(15) O=C(CSc1ccc(-c2ccncc2)nn1)N1CCCCC1
→ 7.1 | 2.5 | -5.2 | 1.1 | 2.0 | 4.3 | -3.5 | 2.8 | 0.9
(16) CC(C)(C)c1ccc(C(=O)N2CCC(C(=O)NCC3CCCO3)CC2)cc1 (stereo not drawn)
→ -6.9 | -0.8 | -2.7 | 0.4 | -1.4 | 1.0 | -2.3 | 4.1 | -2.6
(17) O=C(NCCS(=O)(=O)NCc1ccccn1)c1ccccc1
→ -2.9 | 0.9 | -0.3 | 1.7 | 3.7 | -4.2 | -7.0 | -3.3 | -1.4
(18) CCC(=O)Nc1ccc(NC(=O)CSc2nnc(-c3ccco3)n2C)cc1
→ 1.7 | -0.8 | 2.3 | -0.1 | 8.9 | 7.8 | -4.2 | 7.3 | -0.4
(19) CCOc1ccccc1NC(=O)CSc1nc2ccccc2nc1N1CCOCC1
→ -3.2 | 0.5 | 6.5 | -2.5 | -2.0 | -1.4 | 0.5 | 5.9 | 1.7
(20) CC1=NN(C(N)=S)C(=O)C1N=Nc1cccc(C)c1 (stereo not drawn)
→ -3.3 | -2.9 | -2.5 | 3.4 | 4.0 | 3.2 | -1.1 | -1.0 | 0.5
(21) Cn1c(=O)c2c(nc(Oc3cccc(O)c3)n2C)n(C)c1=O
→ -1.2 | 1.9 | -3.7 | -2.0 | 2.5 | 5.4 | 2.2 | 2.1 | 1.6
(22) Cn1c(=O)c(C(=O)CCl)c(N)n(CC2CC2)c1=O
→ 25.2 | -1.9 | 2.4 | -1.1 | -0.4 | 5.2 | -4.3 | 5.4 | .
(23) O=C1N(c2ccccc2C(F)(F)F)O[C@]1(c1ccccc1)C1CCCCC1
→ . | . | -1.9 | . | 5.5 | -0.3 | 6.5 | 0.5 | .
(24) Cc1cccc(C(=O)NC(C)C2CC3CCC2C3)c1 (stereo not drawn)
→ 0.6 | -3.3 | 1.7 | 0.0 | -3.4 | -3.0 | -0.4 | -3.3 | 0.9
(25) O=C(COC(=O)c1ccc2c(c1)OCO2)Nc1ccccc1
→ 4.7 | -0.4 | -5.2 | -1.5 | -6.9 | -10.2 | 2.8 | 0.8 | -2.9
(26) O=C(COC(=O)c1cn(-c2ccccc2)nc1-c1ccccc1)c1cccc([N+](=O)[O-])c1
→ 1.5 | -1.3 | 1.6 | -8.4 | -0.7 | 2.3 | 2.8 | -0.7 | 2.1
(27) Cc1ccc(NC(=S)N(CCCN2CCC(C)CC2)Cc2ccco2)cc1C
→ 3.2 | -2.4 | 2.1 | 2.5 | 4.0 | 0.2 | -1.1 | 0.4 | 1.7
(28) O=C(COC(=O)c1n[nH]c(=O)c2ccccc12)c1ccc(Cl)cc1
→ -2.9 | -1.2 | -3.8 | -1.1 | 6.9 | 5.6 | 3.0 | 0.8 | 1.5
(29) CC(OC(=O)COc1ccc(C#N)cc1)C(=O)Nc1ccc(Cl)cn1 (stereo not drawn)
→ 1.0 | -3.1 | -4.2 | 4.0 | 4.7 | 9.2 | 5.5 | -0.3 | 2.3
(30) Cn1nnnc1SCC(=O)N(C1CCCCC1)C1CCCCC1
→ -5.8 | 3.2 | -1.4 | 1.5 | 3.7 | 7.2 | 0.9 | -13.8 | 0.6
(31) CCc1nc2ccc(C(=O)N(C)CC(=O)Nc3ccc(Cl)c(C(F)(F)F)c3)cc2nc1CC
→ -19.4 | -1.6 | -21.7 | -9.4 | 6.1 | 5.4 | -1.8 | -5.5 | -1.6
(32) CCn1c2ccccc2c2cc(NC(=O)c3cccc(OC)c3OC)ccc21
→ 4.0 | -1.2 | 12.3 | 5.8 | -5.1 | -4.2 | -4.8 | 2.8 | -2.2
(33) CC1CCN(CC(O)COc2ccc(C(=O)c3ccccc3)cc2)CC1 (stereo not drawn)
→ 3.0 | 4.9 | -4.0 | -1.9 | -1.8 | -0.6 | 0.2 | 4.8 | 3.8
(34) O=C1c2ccccc2C(=O)N1Cc1nc2ccccc2o1
→ 4.2 | -0.4 | 0.9 | -2.5 | -5.6 | 0.6 | -0.4 | -12.2 | 0.6
(35) CC1(C)CC(=O)C(N=Nc2ccc(S(=O)(=O)N3CCOCC3)cc2)=C(O)C1
→ 11.8 | -3.9 | -0.8 | 7.0 | 3.7 | 3.0 | -2.3 | 13.0 | -0.8
(36) COc1ccc(N2CCN(C(=S)Nc3cccc(C)c3C)CC2)cc1
→ 3.2 | -1.1 | 1.8 | 3.4 | 10.1 | 4.6 | -1.9 | -4.0 | -0.8
(37) O=[N+]([O-])c1cccnc1SCc1ccccc1
→ -2.7 | -1.8 | 5.9 | 3.8 | 2.5 | 1.8 | -3.5 | 4.6 | -1.5
(38) CC(C)NC(=S)Nc1c(N)[nH]c(=O)[nH]c1=O
→ -5.8 | -2.6 | -6.9 | 5.7 | 3.5 | 5.1 | -3.2 | -2.3 | -3.2
(39) COC(=O)[C@H]1C[C@H]1[C@@H](NC(=O)c1cccnc1)c1ccccc1
→ 3.4 | -0.3 | 5.4 | 0.9 | 5.5 | 1.6 | -2.4 | 0.2 | -0.7
(40) CC(C)C[C@H](NC(=O)C1CCN(S(=O)(=O)c2ccccc2)CC1)C(=O)NCc1ccccn1
→ -0.2 | -1.8 | 3.2 | -2.7 | -3.0 | 2.3 | 3.4 | -12.3 | -0.4
(41) Cc1ccc(NC(=S)N(Cc2cccs2)Cc2cc3cc(C)cc(C)c3[nH]c2=O)cc1
→ 4.7 | -4.1 | -4.4 | -6.3 | 2.9 | 3.0 | 0.6 | 3.5 | 1.6
(42) COc1cccc(NC(=O)Cc2ccc(C)cc2)c1
→ 3.1 | 1.5 | 4.7 | 0.5 | 6.6 | 7.7 | 4.9 | 8.1 | 0.1
(43) Cc1ccc(N2CCN(S(=O)(=O)c3ccc4c(c3)NC(=O)C(C)C(=O)N4)CC2C)cc1 (stereo not drawn)
→ -1.6 | -1.2 | 1.1 | 1.9 | 5.0 | 4.2 | 0.8 | 5.1 | 1.9
(44) CS(=O)(=O)c1ccc2nc(N)sc2c1
→ 0.8 | -4.7 | -1.6 | 0.4 | 4.3 | 5.7 | -1.5 | 5.3 | 0.9
(45) CC1(C)Cc2nc3nc(SCC(=O)Nc4ccccc4)nc(N)c3cc2CO1
→ 0.5 | -0.7 | 5.2 | 0.1 | 2.4 | -0.3 | 4.6 | -4.7 | 0.7
(46) COCn1ccnc1C(O)(c1ccc(OC)cc1)c1ccc(OC)cc1
→ -0.8 | -4.7 | 0.6 | -2.1 | 3.5 | 0.1 | -1.6 | 2.3 | 1.1
(47) CC1=C(C#N)C(/C=N/OCc2ccc(F)cc2Cl)CC(=O)N1 (stereo not drawn)
→ 1.1 | -6.8 | 0.4 | 0.6 | 6.4 | 4.0 | 1.1 | 12.0 | -1.5
(48) C=CCn1c(O)c2ccc(C(=O)N=NC(=O)COc3ccc(OC)cc3)cc2c1O
→ 1.9 | -3.5 | -1.8 | -3.0 | 5.3 | 3.8 | -5.3 | 2.7 | -0.3
(49) CCOc1ccc(S(=O)(=O)N2CCN(C(=O)c3cc([N+](=O)[O-])ccc3N3CCOCC3)CC2)cc1
→ . | . | 0.4 | . | -17.9 | -5.9 | -1.5 | 8.7 | .
(50) COc1ccccc1-n1c(SCC(=O)Nc2ccccc2C)nc(O)cc1=O
→ 8.9 | 1.2 | 6.2 | -0.1 | -6.2 | 3.1 | -1.8 | -1.4 | 2.9
(51) CC1(NC(=O)C2CCN(C(=O)Nc3ccccc3)CC2)CCS(=O)(=O)C1 (stereo not drawn)
→ 2.2 | 1.1 | 3.5 | -2.5 | -2.2 | -2.9 | 1.7 | -3.0 | -3.0
(52) N#Cc1c(-c2ccccc2)nc(SCC(=O)Nc2ccc(OC(F)(F)Cl)cc2)[nH]c1=O
→ -40.5 | 1.0 | -18.4 | -15.3 | 4.7 | 1.8 | -11.8 | 9.7 | -0.6
(53) CCOCCCNC(=O)c1cc(Sc2nnc(C)s2)nc2ccccc12
→ 0.0 | -2.4 | -1.0 | 3.5 | -1.3 | 0.1 | 0.0 | 1.6 | 2.4
(54) COc1ccc(N2CCN(c3oc(Cc4cccc5ccccc45)nc3C#N)CC2)cc1
→ 0.4 | -4.9 | 1.2 | 2.9 | 3.5 | 3.7 | -2.5 | 9.4 | -1.4
(55) Cc1ccc2nc(N3CCN(C(=O)c4ccco4)CC3)c3nncn3c2c1
→ -7.8 | -1.7 | -4.7 | 1.1 | -4.5 | 0.0 | 2.8 | 3.1 | -0.9

A portion of the library. The share of hits here may be higher or lower than overall.
